C8 TRAIL sens – viability loss with TRAIL in NB7+C8 cells, primary screen, TRAIL sensitizer project, cell-based, ATPlite luminescence; AID 624354, 2012; 1% of 360,000 active; inhibition (viability loss, TRAIL sensitization), % at 10 µM;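 active = compounds causing at least 50% loss of cell viability in the single-dose screen, relative to plate controls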
COUP-TFII inh – NR2F2 transcriptional activity inhibitors, primary screen, cell-based, luciferase reporter, HEK293T, luminescence. inhibition, % at 8.6 µM. AID 686940, 2013. COUP transcription factor 2 (Homo sapiens), P24468. HEK293T NGFI-A luciferase reporter. 0.7% of 370,000 active;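 active = inhibition above a per-plate cutoff, mean inhibition of test wells between control levels plus 3 SD, cut at about 38% in these data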;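 also: cells cotransfected with COUP-TFII expression vector driving the NGFI-A reporter; 0% = median of COUP-TF2 test wells and 100% = reporter-only cells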
Target sequence (P24468 whole entry, looked up): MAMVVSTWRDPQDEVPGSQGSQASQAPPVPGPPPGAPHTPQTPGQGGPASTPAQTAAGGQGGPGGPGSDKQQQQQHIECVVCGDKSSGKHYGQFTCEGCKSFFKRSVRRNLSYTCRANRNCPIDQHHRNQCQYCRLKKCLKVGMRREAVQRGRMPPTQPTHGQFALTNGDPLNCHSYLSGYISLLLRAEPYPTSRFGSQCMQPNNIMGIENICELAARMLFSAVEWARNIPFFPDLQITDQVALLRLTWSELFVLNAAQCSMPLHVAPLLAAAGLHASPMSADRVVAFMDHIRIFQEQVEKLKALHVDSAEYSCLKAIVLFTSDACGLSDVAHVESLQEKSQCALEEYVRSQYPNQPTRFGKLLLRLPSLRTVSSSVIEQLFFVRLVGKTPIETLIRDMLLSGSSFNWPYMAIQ
EBV LMP1 NFkB – EBV LMP1-driven NF-kappaB luciferase reporter inhibitors, primary screen, cell-based, luminescence, single point | 0.69% of 350,000 active | AID 504558, 2011 | LMP1-induced NF-kappaB luciferase reporter cells | inhibition, % at 12.5 µM; in the data active = inhibition above about 41%;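 also: 0% = neutral control wells and 100% = reference inhibitor control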
TWEAK Fn14 block – inhibitors of TWEAK-Fn14 signaling, primary screen, luciferase reporter cells, uHTS. 2% of 360,000 active. inhibition, % at 10 µM. AID 1159606, 2016. TWEAK-stimulated Fn14 reporter cells, luciferase luminescence, 8 h; in the data active = inhibition above about 50%
LRH-1 inv ag – LRH-1 (NR5A2) inverse agonists, primary screen, cell-based, luminescence, HEK293T, StAR-luciferase reporter | Nuclear receptor subfamily 5 group A member 2 (Homo sapiens), O00482 | 0.13% of 360,000 active | inhibition, % at 3.6 µM | LRH-1 transfected, 24 h;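 active = inhibition above the mean inhibition of all tested compounds plus 3 SD, cut at about 73% in these data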;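 also: 0% = DMSO wells and 100% = reporter-only cells lacking LRH-1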
Target sequence (O00482 whole entry, looked up): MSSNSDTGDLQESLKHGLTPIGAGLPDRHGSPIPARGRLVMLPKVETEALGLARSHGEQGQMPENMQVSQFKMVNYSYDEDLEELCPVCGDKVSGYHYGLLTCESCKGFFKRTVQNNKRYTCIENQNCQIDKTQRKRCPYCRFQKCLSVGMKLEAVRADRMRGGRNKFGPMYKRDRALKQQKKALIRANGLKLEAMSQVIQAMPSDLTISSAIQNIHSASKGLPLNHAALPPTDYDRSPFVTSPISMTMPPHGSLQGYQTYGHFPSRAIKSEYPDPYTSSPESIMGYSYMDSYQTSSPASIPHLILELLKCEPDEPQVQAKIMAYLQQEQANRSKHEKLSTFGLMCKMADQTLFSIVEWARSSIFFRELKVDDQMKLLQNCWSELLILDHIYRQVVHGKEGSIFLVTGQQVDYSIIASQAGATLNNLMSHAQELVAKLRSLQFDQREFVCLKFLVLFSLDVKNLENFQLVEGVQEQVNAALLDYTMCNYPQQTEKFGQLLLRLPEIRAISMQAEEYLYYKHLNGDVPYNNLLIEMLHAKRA
NCOA3 inh – SRC3 coactivator transcriptional activity inhibitors, primary screen, cell-based, luminescence; HEK293 GAL4-SRC3 luciferase reporter; inhibition, % at 3.6 µM; Nuclear receptor coactivator 3 (Homo sapiens), Q9Y6Q9; 0.17% of 360,000 active;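 active = inhibition above a per-campaign cutoff, the mean of all compounds plus 3 SD, cut at about 60% in these data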;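 also: 0% = DMSO-treated cells and 100% = gossypol-treated cells at 36 µM; higher means less SRC3-driven luciferase light from the GAL4 reporter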
CF NFkB inh – inhibitors of PAF-induced NF-kB signaling, primary screen, cell-based, GFP fluorescence, uHTS; KKLEB NF-kB-GFP reporter, GFP fluorescence overnight; inhibition, % at 5 µM; 0.86% of 360,000 active; AID 588850, 2011;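 active = at least 50% inhibition at 5 µM, scaled per plate between neutral and stimulator controls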;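 also: PAF is a Pseudomonas aeruginosa culture filtrate used as stimulus; plate controls were PAF-stimulated DMSO wells for no effect and unstimulated DMSO wells for full effect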
NCOA1 inh – SRC1 coactivator transcriptional activity inhibitors, primary screen, cell-based, luminescence | Nuclear receptor coactivator 1 (Homo sapiens), Q15788 | inhibition, % at 3.6 µM | 0.12% of 360,000 active | HEK293 GAL4-SRC1 luciferase reporter;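 active = inhibition above the campaign mean plus 3 SD, with each screening campaign given its own cutoff, cut at about 60% in these data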;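 also: 0% = DMSO treated cells and 100% = gossypol at 36 µM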
TROY NFkB inh – inhibitors of TROY-driven NF-kB signaling, primary screen, Q293 LMP1-TROYcd cells, NF-kB luciferase, uHTS. 0.98% of 360,000 active. Q293 LMP1-TROYcd NF-kB luciferase reporter, 4 h. inhibition, % at 10 µM;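 active = compounds whose plate-normalised and pattern-corrected inhibition of the luciferase reporter signal at the single screening dose is 50% or more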
SRC2 inh – inhibition of GAL4-SRC2 driven luciferase reporter, primary screen, SRC2 inhibitor project, cell-based, luminescence. Nuclear receptor coactivator 2 (Homo sapiens), Q15596. HEK293 GAL4-SRC2 luciferase reporter. inhibition, % at 9 µM. 0.17% of 370,000 active;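 active = inhibition above the mean inhibition of all tested compounds plus 3 SD, set per campaign, cut at about 52% in these data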;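 also: 0% = DMSO treated cells and 100% = cells given Gossypol at 36 µM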
KKLEB tox – cytotoxicity in KKLEB CF airway cells, primary screen, cytotoxicity control for CF NF-kB inhibitor project, cell-based, uHTS, fluorescence assay plates. KKLEB CF airway cells viability, ATPlite luminescence, overnight; stronger effect = lower value; cells stimulated with P. aeruginosa culture filtrate. activity change (cytotoxicity), % at 5 µM. 0.36% of 360,000 active;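 active = corrected activity change at or below -50% at 5 µM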
* hit, by the source's call; · = no result given. No enrichment for hits. About 4.2% of those tested had a hit in this group.

Every second line gives: C8 TRAIL sens	COUP-TFII inh	EBV LMP1 NFkB	TWEAK Fn14 block	LRH-1 inv ag	NCOA3 inh	CF NFkB inh	NCOA1 inh	TROY NFkB inh	SRC2 inh	KKLEB tox
> COc1ccc(/C=N/NC(=O)c2ccc(COc3cccc4cccnc34)cc2)cc1O
    0.3	-9.9	-7.7	24.8	0.9	9.8	-38.4	-6.7	-19.6	-26.3	-3.0
> O=C(Cn1cc([N+](=O)[O-])ccc1=O)N1CCc2ccccc2C1
    -15.1	-10.9	-0.6	20.4	4.9	8.8	19.9	-7.4	8.7	-9.8	-9.0
> CC1=C(C(=O)Nc2ccccc2C)C(c2cccnc2)n2nc(CCCO)nc2N1 (centres undefined)
    -12.4	-2.4	3.1	-1.1	1.3	1.8	-7.0	0.3	-4.3	-9.0	2.3
> Cc1cccc(N(CC(=O)NC2CCCCC2)C(=O)c2ccc(C)s2)c1
    -14.2	17.0	2.6	6.2	14.0	0.1	-8.5	1.6	-6.7	8.3	4.9
> CC(=O)Nc1cc(C(=O)N(C)Cc2ccccc2)ccc1S(=O)(=O)c1ccc(C)cc1
    -2.4	1.1	6.6	-9.1	19.2	11.7	-7.5	8.8	-21.7	-12.9	-5.8
> COc1ccc(C(C)=O)cc1CSc1nncn1-c1ccccc1
    -2.5	-4.3	-10.4	-3.6	-6.8	6.8	-5.0	-13.4	-2.5	7.6	-2.3
> COc1ccc2c(c1)c(CC(=O)OC(C)C(=O)N(C)C)c(C)n2C(=O)c1ccc(Cl)cc1 (centres undefined)
    1.0	26.7	-1.5	25.1	13.0	-6.2	3.2	2.3	25.6	-4.5	-4.9
> COc1ccc(C(=O)N2CCCc3ccccc32)cc1
    6.4	-12.0	0.4	19.6	-0.1	7.8	-11.5	-6.6	-11.0	-9.6	1.8
> CC(=O)Nc1ccc(Oc2sc(C(=O)c3ccccc3)c(N)c2C#N)cc1
    -19.1	9.2	16.3	52.7*	63.2	36.7	40.9	4.9	24.1	40.6	-33.5
> COc1ccc(C2C(C(=O)/C=C/c3ccco3)=C(O)C(=O)N2CCN2CCOCC2)cc1 (centres undefined)
    -5.4	1.2	-6.7	-20.2	-3.1	10.6	-3.5	-0.2	-1.8	10.9	-1.9
> Oc1c(Br)cc(Br)cc1CNc1cccc2cccnc12
    -7.8	15.7	1.1	19.4	37.7	-12.2	25.3	0.1	22.6	-2.2	22.7
> O=C(NCc1ccc(F)cc1)C1CCCN1C(=O)NCc1ccccc1 (centres undefined)
    -5.8	3.8	0.7	-14.3	14.6	4.5	7.0	10.6	-0.2	-26.4	2.4
> Cc1ccccc1N1CC(C(=O)Nc2nnc(SCCC3OCCO3)s2)CC1=O (centres undefined)
    -29.5	-4.9	4.6	-1.3	-16.4	-12.7	3.9	-6.7	-6.8	-6.3	-16.1
> CCC(c1nc2ccccc2[nH]1)N(Cc1cccnc1)C(=O)c1cc(-c2ccccc2)on1 (centres undefined)
    -7.5	-2.9	·	-12.3	12.7	-13.2	8.9	-23.4	-10.4	-7.5	3.5
> O=C(O)C1CC=CCC1C(=O)N1CCN(c2nc(-c3ccccc3)c3ccccc3n2)CC1 (centres undefined)
    -7.0	-2.5	-5.7	4.8	3.8	0.5	-4.4	1.5	-5.0	-16.9	9.1
> Cc1ccc(NS(=O)(=O)N2CCOCC2)c(C)c1
    -30.1	-3.0	5.5	-9.8	-4.2	14.0	1.3	-6.4	17.7	12.1	5.4
> COc1ccc(CCNS(=O)(=O)c2ccc(Br)cc2)cc1OC
    14.8	6.1	2.3	-11.3	16.2	14.7	-4.3	12.9	1.4	1.3	3.6
> CN1CCN(S(=O)(=O)c2ccc3c(c2)CC(=O)N3C)CC1
    6.0	-4.2	-5.0	1.1	-6.6	10.3	-0.4	9.9	-2.8	-17.8	21.7
> CC(C)OC(=O)N(C)C[C@H]1OCc2cnnn2CCCC(=O)N([C@@H](C)CO)C[C@H]1C
    2.7	-5.0	-8.2	6.3	3.4	11.5	-8.1	-22.2	-6.4	6.7	-9.6
> CC(C)Cn1c(-c2cccc(S(=O)(=O)N3CCOCC3)c2)n[nH]c1=S
    4.9	14.6	71.2*	-6.7	1.8	-2.2	-5.3	-7.0	1.1	-8.4	6.7

Record cards, as listed above.
`CC(=O)Nc1cc(C(=O)N(C)Cc2ccccc2)ccc1S(=O)(=O)c1ccc(C)cc1` as listed: C8 TRAIL sens: -2.4; COUP-TFII inh: 1.1; EBV LMP1 NFkB: 6.6; TWEAK Fn14 block: -9.1; LRH-1 inv ag: 19.2; NCOA3 inh: 11.7; CF NFkB inh: -7.5; NCOA1 inh: 8.8; TROY NFkB inh: -21.7; SRC2 inh: -12.9; KKLEB tox: -5.8
`Oc1c(Br)cc(Br)cc1CNc1cccc2cccnc12` as listed: C8 TRAIL sens: -7.8; COUP-TFII inh: 15.7; EBV LMP1 NFkB: 1.1; TWEAK Fn14 block: 19.4; LRH-1 inv ag: 37.7; NCOA3 inh: -12.2; CF NFkB inh: 25.3; NCOA1 inh: 0.1; TROY NFkB inh: 22.6; SRC2 inh: -2.2; KKLEB tox: 22.7

Other structures:
Every second line gives: C8 TRAIL sens	COUP-TFII inh	EBV LMP1 NFkB	TWEAK Fn14 block	LRH-1 inv ag	NCOA3 inh	CF NFkB inh	NCOA1 inh	TROY NFkB inh	SRC2 inh	KKLEB tox
> Nc1nc(CN2CCN(c3ccc(F)cc3)CC2)nc(N2CCCc3ccccc32)n1
    -18.7	-4.3	-3.2	17.6	1.7	6.9	7.5	-16.9	5.4	-22.3	6.3
> CC(C)(C)C(=O)COc1ccccc1[N+](=O)[O-]
    3.2	12.3	1.9	-1.6	5.0	7.6	-3.7	-7.1	-8.4	0.9	1.3
> COC(=O)c1sc(-c2ccccc2)cc1NC(=O)c1ccc(F)cc1
    9.8	3.5	-7.2	-19.5	11.5	13.5	-0.3	-13.6	-12.9	1.1	3.7
> CNC(=O)COC(=O)c1cc(-c2ccco2)nc2ccccc12
    -7.6	4.7	-1.6	-11.7	20.7	12.4	-10.7	-12.0	6.4	-6.2	-7.0
> COc1ccccc1OCc1nc(C#N)c(NCc2ccco2)o1
    1.6	16.4	-6.5	1.4	-30.9	-4.1	1.5	-25.4	-20.8	-11.4	6.1
> CC1CC(C)CN(C(=S)Nc2ccc3nc4n(c(=O)c3c2)CCCCC4)C1 (centres undefined)
    -0.8	22.1	-0.6	-7.6	-1.9	-8.8	-1.1	-3.1	5.1	26.1	13.5
> O=C(CN(C(=O)c1cccc([N+](=O)[O-])c1)C1CCCCC1)Nc1ccc(Cl)c([N+](=O)[O-])c1
    9.5	-4.7	-8.6	27.4	-6.9	23.5	-22.3	-10.6	33.3	3.4	-27.4
> CCCC1=NN(C(=O)CCc2ccccc2O)C(O)(C(F)(F)F)C1 (centres undefined)
    -10.7	20.2	-2.0	26.1	18.5	-4.7	-7.6	5.1	12.2	3.3	21.6
> Nc1ccc(N2CCCCC2)cc1N1CCCCC1
    -3.8	29.1	-6.4	45.1	22.4	12.4	37.3	7.2	39.7	8.9	2.8
> COc1ccc(Cl)cc1CNCCCSc1ncccn1
    -2.6	33.3	1.5	6.7	8.8	7.1	-9.7	5.3	14.8	-33.4	3.3
> COCCn1c(=S)[nH]c2ccc(N(C)C)cc2c1=O
    -9.0	8.2	7.9	3.6	1.0	-3.1	8.4	-3.5	5.8	7.9	-5.9
> O=C(CCc1ccccc1)Nc1nc2n(n1)C(c1ccc(Cl)cc1)CC(=O)N2 (centres undefined)
    9.8	-0.7	2.6	7.3	9.1	-6.6	-7.1	18.5	-2.3	-14.8	1.5
> O=C(NCc1ccccc1)C1CCCN(S(=O)(=O)c2cccs2)C1 (centres undefined)
    -5.6	1.6	-2.9	9.8	-2.4	12.5	9.6	-9.6	-15.9	11.4	13.2
> Cc1ccc(C)c(NC(=O)CSc2nncn2C)c1
    -9.3	11.5	9.5	-12.9	-5.0	-5.9	2.1	6.4	-2.8	13.0	-7.0
> CC(C)(CNC(=O)c1cccs1)CNC(=O)c1cccs1
    -5.6	21.7	-2.5	-17.4	15.2	19.7	4.6	13.2	3.4	8.3	4.5
> COc1ccc(S(=O)(=O)N2CCC(C(=O)NCCc3ccccc3)CC2)cc1
    0.5	4.7	-5.4	-4.8	-2.3	-21.0	-2.7	-21.9	7.1	3.2	4.6
> CC(=O)c1c(C)[nH]c(C(=O)N2CCc3ccccc3C2)c1C
    21.2	-39.0	5.6	28.7	28.0	-13.5	-15.0	16.1	-20.4	-21.9	-11.2
> O=C(O)/C(=C\c1ccccc1)c1ccc2ccccc2c1
    12.2	-11.0	·	-14.0	-9.5	15.1	18.1	-32.6	-5.0	-0.1	-11.7
> COc1cccc(-c2cc(C(=O)NCCN3CCOCC3)no2)c1
    -9.1	-13.6	-4.7	4.9	9.3	-4.6	-15.2	-12.8	-4.3	0.9	17.4
> CN1CCN(c2ncnc3c2ncn3[C@H]2CN(C)C[C@@H](CO)O2)CC1
    -2.1	-22.0	·	-1.3	13.3	-11.2	14.2	-6.7	14.1	3.4	-18.3
> O=C(NN=Cc1c(O)ccc2ccccc12)c1ccncc1
    0.5	-13.1	62.2*	-19.0	91.0*	75.4*	-10.8	41.3	3.6	40.2	4.1
> CCC(C)Sc1ccc([C@H]2N[C@@](C)(C(=O)OC)[C@H]3C(=O)N(C)C(=O)[C@@H]23)cc1OC (some centres undefined)
    6.2	4.6	-0.5	0.0	-10.5	-6.0	-2.2	2.6	-6.5	7.9	-1.3
> Cc1ccc(S(=O)(=O)CCc2nc3ccccc3[nH]2)cc1
    -7.8	7.5	-3.7	17.1	3.2	1.8	-2.5	1.7	15.6	23.6	2.1
